# Screens: PubChem BioAssay, National Center for Advancing Translational Sciences (NCATS)
# TCR act – Activators of T cell receptors: qHTS campaign; primary human leukocytes, anti-CD3, IL-2 HTRF, 48 h; Potency, µM (series often up to 9.22 µM), for inactives: at the highest dose activation of IL-2 secretion, hits mostly activators; 330,000 tested, under 10 active; also: % of control where 0% means no effect
#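 Primary human leukocytes incubated 48 hr with anti-CD3 beads plus compound, without co-stimulation. Secreted IL-2 measured by HTRF (europium cryptate/d2 anti-IL-2 pair, 320 nm excitation, 665 nm emission).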
# ELG1 repair inh – qHTS screen for small molecules that inhibit ELG1-dependent DNA repair in human embryonic kidney (HEK293T) cells expressing luciferase-tagged ELG1; Potency, µM (doses to about 46.1 µM), for the others: at the top dose activity change, negative = inhibition, usual class: inhibitors; AID 504467, 2011; HEK293T ELG1-luciferase reporter, luminescence, 16 h; DNA damage induced by 5-fluorouridine; 2.3% of 330,000 active; also: potency is read from the fitted curve at half-maximal effect; % is scaled to controls: 0 for no effect and ±100 for the full control effect; nearly all actives have a fitted effect of over 55% in size
#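 Quantitative HTS, concentration-response format. 2,000 cells/well co-treated with 5-fluorouridine and compound, 16 hr in 5% CO2 at 37 °C; ONE-Glo luminescence read after 30 min.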
# TSG101-PTAP inh – qHTS Assay for Iinhibitors of HIV-1 Budding by Blocking the Interaction of PTAP/TSG101; Potency, µM (top dose mostly 115 µM), for inactives: at the top dose activity change, negative = inhibition, hits mostly inhibitors; Fluorescence polarization, FITC-PTAP peptide / Tsg101 binding; Tumor susceptibility gene 101 protein (Homo sapiens), Q99816; 340,000 tested, under 10 active; active = well fitted inhibition curve with a large enough effect in the main read-out, with a control signal flat, not every such curve was filed as active; inconclusive = small, poorly fitted or top-dose-only effect, or effect the other way, or a change in a side signal; inactive = no such curve, though single readings can be large or run the other way; also: potency is read from the fitted curve at half-maximal effect; % of control where 0% means no effect
#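 Compounds were pin-transferred onto Tsg101 binding domain (10 uM final) in HEPES pH 7.5 buffer, then FITC-PTAP peptide was added at 50 nM final. After 20 min at RT, polarization reported peptide displacement across a qHTS concentration series.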
# BCR signal inh – qHTS Assay to Find Inhibitors of Chronic Active B-Cell Receptor Signaling. Potency, µM (highest dose often 46.1 µM), for inactives: top-dose ratio change, negative = lower green/red ratio, actives largely listed as inhibitors. 0.05% of 340,000 active. ABC-DLBCL IkBa-CBG/CBR reporter, luminescence ratio, 4 h; active = well fitted inhibition curve with a large enough effect in the signal ratio, with a control signal flat, not every such curve was filed as active; inconclusive = small, poorly fitted or top-dose-only effect, or effect the other way, or a change in a side signal; the % refers to the signal ratio;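 also: potency is read from the fitted curve at half-maximal effect; plate controls were basal doxycycline-induced cells for no effect and cells given 10 µM MG132 for full effect; MG132 reads +100%, hits lower the ratio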
#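 Concentration-response series (up to 46 uM) were applied to TMD8 dual-reporter cells for 4 h at 37C with doxycycline. Green/red ratio, after filter-overlap correction, defined %Activity; red signal alone was normalised to basal cells and zero luminescence.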
# Eya2 inh – qHTS Assay for Inhibitors of the Phosphatase Activity of Eya2; 0.006% of 330,000 active; Protein phosphatase EYA2 (Homo sapiens), O00167; recombinant Eya2, OMFP fluorescence dephosphorylation (OMFP is methylfluorescein phosphate); AID 488837, 2010; Potency, µM (titrated, usually from 76.9 µM), for the others: top-dose activity, negative = inhibition, actives largely listed as inhibitors; also: potency is read from the fitted curve at half-maximal effect; % is scaled to controls: 0 for no effect and ±100 for the full control effect
#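 Eya2 protein (added as 0.2 uM solution) was preincubated with compound for 10 min at ambient temperature in 50 mM HEPES pH 7.5, 50 mM NaCl, 5 uM MgCl2, 0.05% BSA, 1 mM DTT. OMFP (added at 50 uM) then reacted 10 min; fluorescence read at 485/525 nm.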
# uPA generation – qHTS for Inhibitors of Cell Surface uPA Generation. cell surface uPA generation assay, qHTS. Potency, µM (highest dose often 38.3 µM), for the others: at the highest dose activity change, negative = inhibition, hits mostly inhibitors. 0.31% of 330,000 active; active = well fitted inhibition curve with a large enough effect; inconclusive = small, poorly fitted or top-dose-only effect; inactive = no such curve, though single readings can be large or run the other way; tested in mouse RAW 264.7 cells; also: potency is read from the fitted curve at half-maximal effect; % is scaled to controls: 0 for no effect and ±100 for the full control effect; nearly all actives have a fitted effect of over 55% in size
# USP2a inh – qHTS Assay for Inhibitors of Ubiquitin-specific Protease USP2a Using CHOP2 as the Reporter. 0.01% of 330,000 active. Potency, µM (top dose mostly 38.3 µM), for inactives: at the highest dose activity change, negative = inhibition, most hits filed as inhibitors. USP2 core, Ub-CHOP2 coupled fluorogenic reporter, 485/531. AID 463254, 2010. Ubiquitin carboxyl-terminal hydrolase 2 (Homo sapiens), O75604;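 also: potency is read from the fitted curve at half-maximal effect; plate controls were DMSO wells for no effect and full inhibition by NEM control for full effect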
#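 Cell-free coupled assay: 10nM USP2 core preincubated 30min RT with compound in Tris-HCl pH 8.0/CaCl2/CHAPS buffer, then 25nM Ub-CHOP2 and 25nM reporter substrate; fluorescence (Ex 485/Em 531) read after 60min RT, normalized to NEM inhibition, concentration-response curves fitted.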
# Mito fusion yeast – qHTS Assay for Small Molecule Inhibitors of Mitochondrial Division or Activators of Mitochondrial Fusion | S. cerevisiae fusion-defective mutant growth rescue, CellTiterGlo 48 h | Potency, µM (top dose mostly 46.1 µM), for inactives: top-dose growth rescue (activation), usual class: activators | 0.23% of 320,000 active | AID 485298, 2010;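 also: potency is read from the fitted curve at half-maximal effect; % of control where 0% means no effect; nearly all actives have a fitted effect of over 45% in size; temperature-sensitive fusion mutants such as fzo1-1 at 37 °C on non-fermentable ethanol glycerol medium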
#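 Yeast fusion mutant, YPEG (non-fermentable carbon), compound, 48 h at 37C non-permissive; CellTiterGlo added, 10 min RT, luminescence read. Rescued growth = division inhibition.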
# Tb PFK inh – qHTS Assay to Find Inhibitors of T. brucei phosphofructokinase | T. brucei PFK, ADP-Glo luminescence | Potency, µM (doses to about 57.5 µM), for the others: top-dose activity, negative = inhibition, usual class: inhibitors | 0.17% of 330,000 active;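 also: potency is read from the fitted curve at half-maximal effect; 0% = uninhibited 1x PFK enzyme wells and -100% = no-enzyme wells; nearly all actives have a fitted effect of over 60% in size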
#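 Luminescent ADP detection (ADP-Glo, two-step: ATP depletion then ADP-to-ATP conversion for luciferase) reported PFK activity after 45 min room-temperature reaction of 1.25 nM enzyme with 0.5 mM F6P and 0.1 mM ATP at pH 8.0.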
# TSHR antagonist – Antagonists of the Thyroid Stimulating Hormone Receptor: HTS campaign. activity change, negative = inhibition, % at 11.5 µM. TSHR-expressing cells, TSH-stimulated cAMP HTRF, 2 h; hits give low values. 0.2% of 330,000 active. AID 504810, 2011;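 active = activity change below a set negative limit, meaning inhibition stronger than a set level, cut at about -70% in these data; inconclusive = activity change between two set negative limits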; also: % is scaled to controls: 0 for no effect and ±100 for the full control effect
# Target sequence (P16473 whole entry, looked up): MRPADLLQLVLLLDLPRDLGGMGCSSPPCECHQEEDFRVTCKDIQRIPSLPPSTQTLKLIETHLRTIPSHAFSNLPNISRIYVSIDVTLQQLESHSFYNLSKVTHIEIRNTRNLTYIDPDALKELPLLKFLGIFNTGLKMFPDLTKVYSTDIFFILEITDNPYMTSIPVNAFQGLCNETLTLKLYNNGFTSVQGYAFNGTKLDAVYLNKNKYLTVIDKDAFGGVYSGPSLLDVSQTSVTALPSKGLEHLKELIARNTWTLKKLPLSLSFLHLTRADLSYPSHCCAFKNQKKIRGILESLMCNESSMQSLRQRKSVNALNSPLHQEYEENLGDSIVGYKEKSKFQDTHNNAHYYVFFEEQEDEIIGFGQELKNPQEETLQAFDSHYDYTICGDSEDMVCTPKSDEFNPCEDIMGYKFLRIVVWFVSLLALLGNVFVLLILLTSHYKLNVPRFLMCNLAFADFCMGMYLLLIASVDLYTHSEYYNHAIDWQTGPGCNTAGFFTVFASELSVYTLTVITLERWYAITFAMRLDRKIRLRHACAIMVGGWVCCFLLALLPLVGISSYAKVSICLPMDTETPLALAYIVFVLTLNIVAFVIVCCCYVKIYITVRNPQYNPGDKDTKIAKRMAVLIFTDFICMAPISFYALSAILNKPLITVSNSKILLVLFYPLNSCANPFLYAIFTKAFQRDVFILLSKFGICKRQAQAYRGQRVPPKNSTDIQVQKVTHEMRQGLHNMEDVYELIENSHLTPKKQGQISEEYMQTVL
#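 TSHR-expressing cells were treated with compounds, then stimulated with TSH at EC80 (4nM final) for 2 hours at 37 deg C. Cellular cAMP was measured by HTRF competition between lysate cAMP and cAMP-d2 for a cryptate-labelled anti-cAMP antibody.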
# B2AR arrestin – qHTS assay of beta-arrestin-biased ligands of beta2-adrenergic receptor. Beta-2 adrenergic receptor (Homo sapiens), P07550. beta-arrestin recruitment to beta2AR, cell-based reporter. Potency, µM (highest dose often 46.1 µM), inactives show top-dose activation, hits mostly activators. 0.02% of 330,000 active;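 also: potency is read from the fitted curve at half-maximal effect; 0% = DMSO controls and full agonism = EC100 isoproterenol or metaproterenol; nearly all actives have a fitted effect of over 65% in size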
# Numbers without * were called inactive; ? = inconclusive; . = not tested or not shown; & = joins results of further samples; [ ] = remark or other dose. Unless noted, calls follow the shape of the dose curve; as a rule, active = well fitted curve in the direction sought with a large enough effect; inconclusive = small, poorly fitted or top-dose-only effect, or another doubt; inactive = no such curve, though single readings can be large; an effect the other way counts as inactive or inconclusive.
no.	molecule	TCR act	ELG1 repair inh	TSG101-PTAP inh	BCR signal inh	Eya2 inh	uPA generation	USP2a inh	Mito fusion yeast	Tb PFK inh	TSHR antagonist	B2AR arrestin
1	Cc1cc(NC(=O)CSc2nc3c(sc4ccccc43)c(=O)n2CCCN2CCOCC2)n[nH]1	3%	?	-1%	-16%	-8%	0%	3%	-2%	0%	-5	-0.7%
2	COc1ccc(NC(=O)CSc2c(C)nn(-c3nnc(C)c(=O)[nH]3)c2C)cc1	-2%	9%	0%	-3%	4%	1%	1%	-5%	-2%	-1	-0.4%
3	O=[N+]([O-])c1ccccc1/C=C/c1ccc2ccccc2n1	3%	?	4%	?	-16%	-5%	2%	-4%	-2%	4	-0.5%
4	Cc1ccc(CN(c2ccc(C(=O)N3CCOCC3)cc2)S(C)(=O)=O)cc1	5%	0%	-5%	0%	-4%	0%	2%	-6%	5%	1	0.5%
5	Cc1ccccc1NS(=O)(=O)c1ccc2[nH]cc(C(=O)NCCc3ccccc3)c(=O)c2c1	.	.	.	?	-1%	.	2%	2%	-14%	-28	-0.2%
6	C/C(CC(=O)Nc1ccc(N(C)C)cc1)=N\NC(=O)c1ccncc1	-1%	15%	-3%	?	13%	0%	-1%	-3%	-2%	-3	13%
7	COc1cccc(N(CC(=O)N2CCOCC2)S(C)(=O)=O)c1	4%	5%	-7%	-1%	10%	7%	0%	6%	-2%	25	-0.4%
8	COCCNC(=O)/C(C#N)=C/c1cccs1	3%	?	-1%	1%	?	-1%	-1%	5%	0%	-5	0.5%
9	O=S(=O)(NCc1ccccc1Cl)c1ccc(-n2cnnn2)cc1	-6%	0%	-8%	1%	-4%	6%	0%	3%	0%	-2	-2.0%
10	COc1ccc(S(=O)(=O)Nc2ccc(S(=O)(=O)N3CCCCC3)cc2)cc1OC	-17%	1%	-1%	?	-1%	1%	1%	1%	0%	-4	-0.4%

# Next part, overlapping the part above by three compounds.
no.	molecule	TCR act	ELG1 repair inh	TSG101-PTAP inh	BCR signal inh	Eya2 inh	uPA generation	USP2a inh	Mito fusion yeast	Tb PFK inh	TSHR antagonist	B2AR arrestin
8	COCCNC(=O)/C(C#N)=C/c1cccs1	3%	?	-1%	1%	?	-1%	-1%	5%	0%	-5	0.5%
9	O=S(=O)(NCc1ccccc1Cl)c1ccc(-n2cnnn2)cc1	-6%	0%	-8%	1%	-4%	6%	0%	3%	0%	-2	-2.0%
10	COc1ccc(S(=O)(=O)Nc2ccc(S(=O)(=O)N3CCCCC3)cc2)cc1OC	-17%	1%	-1%	?	-1%	1%	1%	1%	0%	-4	-0.4%
11	O=C(Nc1ccc(N2CCCC2)cc1)c1cc([N+](=O)[O-])ccc1N1CCOCC1	9%	?	1%	-6%	-13%	-10%	1%	-2%	-2%	-4	0.4%
12	COc1cc(/C=N\NC(=O)c2ccc(-c3ccccc3)cc2)cc(OC)c1O	-4%	-13%	-1%	?	-2%	-15%	0%	3%	0%	15	0.5%
13	CCOc1ccc2nc(NC(=O)CSc3nc(-c4ccccc4)c(C#N)c(=O)[nH]3)sc2c1	-1%	?	-9%	?	2%	-1%	3%	-2%	1%	-9	0.1%
14	CCCn1c(SCC(=O)N2CCc3ccccc32)nnc1-c1ccco1	-6%	-9%	-7%	0%	-21%	3%	-1%	5%	-6%	5	0.4%
15	COc1ccccc1CNC(=O)COC(=O)CCN=C1NS(=O)(=O)c2ccccc21	1%	1%	-3%	-1%	38%	-1%	0%	1%	-4%	-12	0.0%
16	COc1ccc(-c2cc(C(=O)N/N=C/c3ccc4c(c3)OCO4)c3ccccc3n2)c(OC)c1	5%	?	-7%	8%	13%	-18%	3%	-5%	2%	-1	0.2%
17	CCOC(=O)C1CCN(Cc2nc3ccc([N+](=O)[O-])cc3c(=O)n2-c2ccc(OC)cc2OC)CC1	-1%	-7%	-1%	?	-1%	7%	1%	-2%	-9%	7	0.0%
18	CCCCc1nc(NCCN2CCOCC2)c(C#N)c2c1COC(C)(C)C2	6%	12µM*	-10%	0%	-8%	-4%	3%	-28%	2%	8	-0.2%
19	CCN(CC)C(=O)c1ccc(CS(=O)(=O)c2ccc(Br)cc2)cc1	.	-21%	-2%	4%	-2%	2%	2%	1%	-1%	0	-0.8%
20	Cc1onc(-c2ccccc2)c1C(=O)Nc1nc(-c2ccccc2)cs1	8%	?	1%	?	-7%	0%	3%	-2%	1%	-7	0.0%

# Next section.
no.	molecule	TCR act	ELG1 repair inh	TSG101-PTAP inh	BCR signal inh	Eya2 inh	uPA generation	USP2a inh	Mito fusion yeast	Tb PFK inh	TSHR antagonist	B2AR arrestin
21	O=C(O)C(Cc1ccccc1)N1C(=O)C2CCCCC2C1=O (configuration not stated)	.	7%	-3%	-7%	-2%	0%	3%	-2%	-2%	11	-0.1%
22	Cc1cc(Cl)ccc1NC(=S)NCC(C)C	-13%[46.1 µM]	0%	-2%	?	-14%	1%	3%	-3%	-6%	-4	-1.5%
23	CC(=O)c1cccc(NC(=O)COC(=O)CC2CC3CCC2C3)c1 (configuration not stated)	3%	18%	0%	-1%	?	17%	-1%	5%	6%	-8	-0.1%
24	COc1ccccc1CCNC(=O)CSc1ccc(-c2cccs2)nn1	0%	.	0%	-14%	-12%	6%	-1%	-3%	-11%	2	0.4%
25	Cc1cc(=O)[nH]c(SCC(=O)NN(c2ccccc2)c2ccccc2)n1	-6%	?	1%	6%	-2%	-3%	-2%	-3%	0%	12	-1.8%
26	COc1ccc(C(C(=O)NCC2CCCO2)N(C(=O)CNC(=O)c2ccco2)c2ccc(C)c(C)c2)cc1OC (configuration not stated)	-5%	13%	-1%	-1%	18%	-4%	-6%	-7%	2%	3	-0.3%
27	COc1ccc(Nc2ncnc3c2c(C)c(C)n3CCO)cc1	-9%	?	-5%	-1%	-13%	-11%	3%	8%	2%	-4	4.2%
28	COc1ccc(CC(=O)Nc2c(C(=O)N3CCN(c4ccccc4OC)CC3)oc3ccccc23)cc1OC	2%	?	0%	0%	3%	-4%	0%	-2%	3%	-6	-0.2%
29	CCOc1ccc(OCC)c(NC(=O)CCS(=O)(=O)c2ccc(Br)s2)c1	2%	-17%	2%	?	-16%	2%	-15%	2%	-3%	11	0.0%
30	O=C(NCc1ccccc1)C(c1ccc(F)cc1)N(C(=O)c1csnn1)C1CCCC1 (configuration not stated)	0%	4%	1%	1%	-9%	4%	2%	20%	-24%	-7	-0.3%

# More compounds.
no.	molecule	TCR act	ELG1 repair inh	TSG101-PTAP inh	BCR signal inh	Eya2 inh	uPA generation	USP2a inh	Mito fusion yeast	Tb PFK inh	TSHR antagonist	B2AR arrestin
31	COc1cc(Cl)c(C)cc1NC(=O)CC1SC(N2CCOCC2)=NC1=O (configuration not stated)	5%	-1%	-4%	-6%	-3%	-6%	0%	-2%	-4%	23	3.1%
32	CN(C)c1ccc(NC(=O)C(=O)C2C(=O)Nc3ccccc32)cc1 (configuration not stated)	4%	?	?	?	3%	-8%	0%	-4%	4%	-11	-0.7%
33	NC(=O)C1CCN(c2nc(-c3cc4ccccc4o3)cs2)CC1	2%	?	-11%	-12%&-1%	-7%&0%	-15%	3%&7%	-33%[inhibitor]	?	10&-17	-0.2%&0.1%
34	CCO[C@@H]1OC(C(=O)N2CCN(Cc3ccccc3)CC2)=C[C@H](c2ccc(C(F)(F)F)cc2)[C@H]1CCCO	-2%	-3%	1%	-1%	-30%	0%	-8%	0%	-4%	0	-0.1%
